Screening data deposited in PubChem BioAssay by several laboratories.
Neddylation inh – inhibitors of cullin neddylation, primary screen, biochemical, TR-FRET, uHTS, NAE and Ubc12; calls only at 25 µM; AID 651699, 2012; NEDD8-conjugating enzyme Ubc12 (Homo sapiens) + NEDD8-activating enzyme E1 regulatory …; 360,000 tested, 0.58% active; in the data active means inhibition above about 36%
MT1-MMP act inh – blockers of MT1-MMP proenzyme processing, primary screen, HT1080 RFP-PRO-GFP cells, GFP/RFP fluorescence; GFP/RFP ratio fluorescence, overnight; percent of plate control window, DMSO zero; AID 651647, 2012; GFP/RFP ratio change, % at 20 µM; 360,000 tested, 0.061% active; Matrix metalloproteinase-14 (Homo sapiens), P50281;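 active means GFP/RFP ratio change of at least 30% with cell ATP level not reduced by more than half and red fluorescence within 50% of control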; further: strong numbers were not always called active
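Assay system: HT1080 cells carrying an RFP-PRO-GFP reporter | Dosing: Single dose of 20 µM compound, 1% DMSO final | Incubation: Cells overnight before dosing, compound overnight, 37 °C, 5% CO2 | Evaluation: GFP/RFP fluorescence ratio | Control set: DMSO and RFP-L50D-GFP cell wells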
SKN-1 block – suppressors of acrylamide-induced Pgst-4::GFP reporter in worms, primary screen, SKN-1 inhibitor project, whole organism, uHTS, GFP/RFP fluorescence ratio, strain VP596; C. elegans VP596 Pgst-4::GFP/RFP ratio, 24 h; inhibition, % at 21.8 µM; 360,000 tested, 0.49% active;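 active means interference check ratio from 0.5 to 1.5 plus GFP to RFP signal ratio inhibition reaching or exceeding a fixed threshold, cut at about 30% in these data, passing the limit was not always enough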; further: some compounds called inactive have numbers as strong as hits
Rpn11 inh – Rpn11 (PSMD14) deubiquitinase inhibitors, primary screen, biochemical, fluorescence polarization, uHTS; calls only at 20 µM; 26S proteasome non-ATPase regulatory subunit 14 (Homo sapiens), O00487; human 26S proteasome, Ub4-pepOG fluorescence polarization; 20S core pre-blocked with epoxomicin; 360,000 tested, 0.59% active; AID 588493, 2011;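 active means inhibition at 20 µM, scaled to each plate's controls, above about 33%, limit read from the data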
MLLE-PAM2 inh – inhibitors of PABP1 MLLE–PAM2 peptide binding, primary screen, biochemical, fluorescence polarization, FITC-PAM2, GST-MLLE | Polyadenylate-binding protein 1 (Homo sapiens), P11940 | inhibition, % at 20 µM | 360,000 tested, 0.36% active; in the data active means inhibition above about 35%, passing the limit was not always enough;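 further: plate controls were DMSO wells with GST-MLLE for no effect and wells lacking GST-MLLE protein for full effect; some results filed as inactive read as strong as hits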
Target sequence (P11940 whole entry, looked up): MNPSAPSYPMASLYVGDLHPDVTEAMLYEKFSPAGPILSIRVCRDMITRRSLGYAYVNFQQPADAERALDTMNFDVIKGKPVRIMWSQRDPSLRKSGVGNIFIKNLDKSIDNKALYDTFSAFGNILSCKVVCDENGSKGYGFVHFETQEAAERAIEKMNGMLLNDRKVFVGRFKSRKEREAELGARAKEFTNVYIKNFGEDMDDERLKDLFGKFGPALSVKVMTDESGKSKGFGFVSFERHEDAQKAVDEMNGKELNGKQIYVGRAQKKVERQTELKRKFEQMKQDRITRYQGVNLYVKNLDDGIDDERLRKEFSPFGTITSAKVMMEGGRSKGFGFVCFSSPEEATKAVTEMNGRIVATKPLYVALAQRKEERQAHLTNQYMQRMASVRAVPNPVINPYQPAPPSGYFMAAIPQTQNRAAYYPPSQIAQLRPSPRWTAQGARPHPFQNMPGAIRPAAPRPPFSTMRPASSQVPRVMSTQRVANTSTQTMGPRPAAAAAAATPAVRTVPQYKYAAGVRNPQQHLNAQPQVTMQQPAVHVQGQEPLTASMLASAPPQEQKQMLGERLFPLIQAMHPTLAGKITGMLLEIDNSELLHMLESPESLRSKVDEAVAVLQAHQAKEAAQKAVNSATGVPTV
FAS-TE inh – FAS thioesterase domain inhibitors, primary screen, biochemical, fluorescence intensity, uHTS; 360,000 tested, 0.67% active; inhibition, % at 15 µM; Fatty acid synthase (Homo sapiens), P49327; recombinant FAS-TE, OMFH fluorogenic substrate, fluorescence endpoint;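 active means compounds whose normalised, plate-corrected inhibition of enzyme fluorescence in the single-dose primary screen is 50% or more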;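 further: 0% = DMSO with enzyme and 100% = substrate without enzyme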
CSN deneddyl inh – inhibitors of CSN-mediated cullin deneddylation, primary screen, biochemical, fluorescence polarization, uHTS. COP9 signalosome complex subunit 5 (Homo sapiens), Q92905. Purified CSN, SCF-Nedd8-OG deneddylation. inhibition, % at 12.5 µM. 360,000 tested, 0.38% active;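 active means pattern-corrected inhibition above about 35%, with an unprinted fluorescence ratio check between 0.5 and 1.5, limit read from the data, passing the limit was not always enough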;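 further: 0% = enzyme with substrate and 100% = substrate without enzyme; some results filed as inactive read as strong as hits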
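Assay system: purified human Csn5 enzyme expressed in HEK293T cells; measure: % inhibition; also added: SCFSkp2-Nedd8OG substrate at 10 nM final; technique: fluorescence polarization; times: reaction 90 min, room temperature; medium: Tris buffer pH 7.5, NaCl, DTT, Tween-20, trehalose, ovalbumin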
Rin1 Abl inh – inhibitors of Rin1-Abl protein binding, primary screen, biochemical, TR-FRET. Tyrosine-protein kinase ABL1 (Homo sapiens) + Ras and Rab interactor 1 (Homo sapiens), …. inhibition, % at 7.35 µM. 360,000 tested, 0.4% active; in the data active means inhibition above about 5%, passing the limit was not always enough
NadD block – inhibitors of S. aureus NadD, primary screen, biochemical, colorimetric, uHTS; Nicotinate-nucleotide adenylyltransferase NadD (Staphylococcus aureus N315); purified NadD enzyme, colorimetric absorbance read-out; inhibition, % at 20 µM; 360,000 tested, 0.78% active; in the data active means inhibition above about 26%; further: some compounds past the cut are filed as inactive
Active calls of the source: *; i = inactive; . = not tested or not shown.

SMILES	Neddylation inh	MT1-MMP act inh	SKN-1 block	Rpn11 inh	MLLE-PAM2 inh	FAS-TE inh	CSN deneddyl inh	Rin1 Abl inh	NadD block
CCC1Sc2ccccc2N(CC(=O)NC2CCCC2)C1=O (stereo unspecified)	i	1	14	i	9	-7	1	2	-1
CC1(c2nc3ccccc3[nH]2)CCC(=O)N1C1CC1 (stereo unspecified)	i	3	-1	i	-7	-15	2	1	-3
CCCn1nnnc1SCC(=O)N1CCN(C(=O)c2ccco2)CC1	i	-5	-8	i	21	-2	-1	2	-3
Cc1cc(C)n2nc(C(=O)Nc3ccn(Cc4ccccc4C)n3)cc2n1	i	-3	-4	i	-17	2	4	-1	1
Cc1cc(=O)oc(C)c1C(=O)NCc1c(F)cc(F)cc1F	i	-1	1	i	2	-2	-7	-3	-3
COc1ccccc1CNC(=O)c1cccnc1	i	-1	-12	i	0	-5	1	1	-7
O=C(CCCSc1nc2ccccc2s1)NCc1ccco1	i	-7	-12	i	-11	4	0	0	4
Cc1cc2oc(=O)cc(CN3CCCCC3C)c2c(C)c1Cl (stereo unspecified)	i	-1	1	i	-3	23	-3	-3	-1
CCCC(=O)Nc1nc(-c2ccccc2)c(CC)s1	i	-4	10	i	20	4	4	-1	-3
CCN(CC(=O)Nc1c(F)cccc1F)C(=O)Cc1sc(C)nc1-c1ccc(F)cc1	i	2	5	i	4	-5	-1	0	2
NC(=O)C1CCN(C(=O)CSc2nc(O)cc(=O)[nH]2)CC1	i	-2	-9	i	11	-5	-2	0	4
COc1cc(OC)c(/C=C2\SC(=O)N(CC(=O)Nc3ccccc3F)C2=O)c(OC)c1	.	-1	-20	i	14	3	1	-1	-2

Next section (two carried over from the part before).
SMILES	Neddylation inh	MT1-MMP act inh	SKN-1 block	Rpn11 inh	MLLE-PAM2 inh	FAS-TE inh	CSN deneddyl inh	Rin1 Abl inh	NadD block
NC(=O)C1CCN(C(=O)CSc2nc(O)cc(=O)[nH]2)CC1	i	-2	-9	i	11	-5	-2	0	4
COc1cc(OC)c(/C=C2\SC(=O)N(CC(=O)Nc3ccccc3F)C2=O)c(OC)c1	.	-1	-20	i	14	3	1	-1	-2
C=CCCC(=O)NC1CC(C)(C)Cc2c1cnn2-c1cccc(F)c1 (stereo unspecified)	i	-2	25	i	7	-1	3	-1	1
Nc1ccc(Oc2ccc([N+](=O)[O-])cc2[N+](=O)[O-])cc1	i	6	-1	i	11	8	1	4	1
C=CCNC(=O)CN1CCC(c2nc3cc(C)c(C)cc3[nH]2)CC1	i	1	7	i	-1	-4	-2	2	-1
O=C(COC(=O)/C=C/c1cccc(F)c1)NC1CCCCC1	i	0	19	i	-5	-3	-2	-2	-3
O=C1CCC(=O)N(O)CCCCCNC(=O)CCC(=O)N(O)CCCCCNC(=O)CCC(=O)N(O)CCCCCN1	i	6	-3	i	7	-6	4	-3	-5
CC1(C)OC(=O)C(=Cc2ccc[nH]2)C(=O)O1	i	2	5	i	-6	-6	3	-5	4
O=c1[nH]c(=S)[nH]c2c1C(c1ccc(F)cc1)OC(CCC(F)(F)F)C2 (stereo unspecified)	i	0	7	i	25	-4	-3	2	-2
COc1cccc(CC2(CO)CCN(Cc3ccc4cccc(F)c4n3)CC2)c1	i	-7	-9	i	-1	1	3	-4	-10
Cn1ccsc1=NC(=O)c1ccc(Cl)c([N+](=O)[O-])c1	i	-1	7	i	3	4	28	0	3
CC1CCC(NC(=O)CCNC(=O)c2ccccc2)CC1 (stereo unspecified)	i	-2	5	i	-2	-4	-6	-1	-6
COc1cc(C(=O)OCC(=O)Nc2ccc(OC(F)F)cc2)cc(OC)c1OC	i	0	7	i	-3	3	6	2	-8
COC(=O)C1C2C=CC3(CN(Cc4cccs4)C(=O)C13)O2 (stereo unspecified)	i	-2	-12	i	9	-6	1	-2	6
CC(=O)NC12CC3CC(C1)CC(C(=O)N1CCN(S(=O)(=O)c4cccc([N+](=O)[O-])c4)CC1)(C3)C2	i	-3	-10	i	1	2	-2	2	6

Sorted by molar mass (largest number first): 16 of the compounds above.
SMILES	Neddylation inh	MT1-MMP act inh	SKN-1 block	Rpn11 inh	MLLE-PAM2 inh	FAS-TE inh	CSN deneddyl inh	Rin1 Abl inh	NadD block
O=C1CCC(=O)N(O)CCCCCNC(=O)CCC(=O)N(O)CCCCCNC(=O)CCC(=O)N(O)CCCCCN1	i	6	-3	i	7	-6	4	-3	-5
CC(=O)NC12CC3CC(C1)CC(C(=O)N1CCN(S(=O)(=O)c4cccc([N+](=O)[O-])c4)CC1)(C3)C2	i	-3	-10	i	1	2	-2	2	6
CCN(CC(=O)Nc1c(F)cccc1F)C(=O)Cc1sc(C)nc1-c1ccc(F)cc1	i	2	5	i	4	-5	-1	0	2
COc1cc(OC)c(/C=C2\SC(=O)N(CC(=O)Nc3ccccc3F)C2=O)c(OC)c1	.	-1	-20	i	14	3	1	-1	-2
COc1cc(C(=O)OCC(=O)Nc2ccc(OC(F)F)cc2)cc(OC)c1OC	i	0	7	i	-3	3	6	2	-8
COc1cccc(CC2(CO)CCN(Cc3ccc4cccc(F)c4n3)CC2)c1	i	-7	-9	i	-1	1	3	-4	-10
O=c1[nH]c(=S)[nH]c2c1C(c1ccc(F)cc1)OC(CCC(F)(F)F)C2 (stereo unspecified)	i	0	7	i	25	-4	-3	2	-2
C=CCCC(=O)NC1CC(C)(C)Cc2c1cnn2-c1cccc(F)c1 (stereo unspecified)	i	-2	25	i	7	-1	3	-1	1
C=CCNC(=O)CN1CCC(c2nc3cc(C)c(C)cc3[nH]2)CC1	i	1	7	i	-1	-4	-2	2	-1
Cc1cc2oc(=O)cc(CN3CCCCC3C)c2c(C)c1Cl (stereo unspecified)	i	-1	1	i	-3	23	-3	-3	-1
NC(=O)C1CCN(C(=O)CSc2nc(O)cc(=O)[nH]2)CC1	i	-2	-9	i	11	-5	-2	0	4
COC(=O)C1C2C=CC3(CN(Cc4cccs4)C(=O)C13)O2 (stereo unspecified)	i	-2	-12	i	9	-6	1	-2	6
Cn1ccsc1=NC(=O)c1ccc(Cl)c([N+](=O)[O-])c1	i	-1	7	i	3	4	28	0	3
CC1CCC(NC(=O)CCNC(=O)c2ccccc2)CC1 (stereo unspecified)	i	-2	5	i	-2	-4	-6	-1	-6
CCCC(=O)Nc1nc(-c2ccccc2)c(CC)s1	i	-4	10	i	20	4	4	-1	-3
CC1(C)OC(=O)C(=Cc2ccc[nH]2)C(=O)O1	i	2	5	i	-6	-6	3	-5	4
